Compound activity deposited in PubChem BioAssay by several laboratories.
NOD1 NF-kB reporter: NOD1 signaling inhibitors, primary screen, cell-based, luminescence, uHTS (AID 1578); NOD1-driven NF-kB luciferase reporter cells, luminescence; higher % means a stronger effect; one-dose inhibition, % at 4 µM; EC50 in µM for titrated hits; actives 1% (n = 290,000); in the data active = inhibition mostly above about 36%, no sharp cut-off; inactive = mostly below about 34%;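 also: HEK-293T reporter cells stimulated with the NOD1 agonist gamma-tri-DAP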
MgcRacGAP inhibition: MgcRacGAP GTPase-activating activity inhibitors, confirmation, biochemical, ADP Hunter fluorescence. MgcRacGAP-stimulated Rac1 GTP hydrolysis, ADP Hunter fluorescence; higher % means a stronger effect; GST-tagged Rac1 F28L mutant substrate. inhibition, % at 30 µM; hits with a dose series show IC50 in µM. actives 0.6% (n = 340,000);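 active = first-screen hits whose inhibition reached a set limit at any dose in the follow-up dose series; inconclusive = inhibition above the set first-screen limit but never retested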;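 also: fluorescence reports GDP produced by GAP-driven GTP hydrolysis; strong numbers were not always called active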
KOR beta-arrestin-1: KOR agonists, beta-arrestin recruitment, primary screen, cell-based, luminescence, uHTS (AID 1777); Kappa-type opioid receptor (Homo sapiens); KOR beta-arrestin recruitment, luminescence; higher % means a stronger effect; activation, % at 10 µM; hits with a dose series show EC50 in µM; actives 0.02% (n = 280,000); in the data active = activation above about 50%, passing the limit was not always enough; also: a part of the inactive calls stands beside numbers as strong as those of hits
SV40 large T antigen: SV40 large T antigen inhibitors, biochemical (AID 1903) | SV40 large T antigen ATPase/helicase inhibition assay; higher % means a stronger effect | inhibition, % at 20 µM; hits with a dose series show IC50 in µM | actives 0.39% (n = 310,000); in the data active = a potency from the dose series; inconclusive = inhibition mostly from about 32% at the one dose, without a potency; inactive = the rest, 99 in 100 with inhibition below about 32%; also: strong numbers were not always called active
KOR beta-arrestin-2: KOR antagonists, beta-arrestin recruitment, cell-based, luminescence, uHTS (AID 1778) | Kappa-type opioid receptor (Homo sapiens) | KOR beta-arrestin recruitment, luminescence, antagonist mode; higher % means a stronger effect | inhibition, % at 10 µM, or IC50 in µM where a hit was titrated | actives 0.091% (n = 290,000); also: strong numbers were not always called active
NOD2 inhibition: NOD2 signaling inhibitors, cell-based, luminescence, uHTS, HEK293 (AID 1566); HEK293 NOD2/NF-kB luciferase reporter, luminescence; higher % means a stronger effect; inhibition, % at 4 µM; hits with a dose series show EC50 in µM; actives 0.63% (n = 290,000); also: many of its hits are not listed in these tables
HIV fusion peptide: inhibitors of HIV fusion peptide binding, primary screen, biochemical, uHTS, fluorescence dequenching (AID 1986) | one-dose inhibition, % at 20 µM; IC50 in µM for titrated hits | cell-free peptide binding, fluorescence dequenching, 30 min; higher % means a stronger effect | actives 0.3% (n = 290,000); in the data active = inhibition mostly above about 52%, no sharp cut-off; inactive = mostly below about 76%; also: some results filed as inactive read as strong as hits
GPR55 activation: GPR55 agonists via beta-arrestin recruitment, primary screen, imaging, U2OS cells, beta-arrestin-GFP redistribution (AID 1961). G-protein coupled receptor 55 (Homo sapiens). U2OS GPR55 beta-arrestin-GFP redistribution imaging; higher % means a stronger effect. one-dose activation, % at 10 µM; EC50 in µM for titrated hits. actives 0.048% (n = 290,000);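 active = activation above 40% with more than 50 cells counted in the well; inconclusive = wells holding fewer than 50 cells, flagged as toxic or sparse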;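 also: U2OS osteosarcoma cells stably expressing GPR55 and beta-arrestin-GFP; plate controls were DMSO negative control for no effect and LPI positive control for full effect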
GPR55 LPI antagonism: GPR55 antagonists blocking LPI-driven arrestin recruitment, primary screen, imaging, U2OS, beta-arrestin-GFP, LPI agonist (AID 2013); actives 0.13% (n = 290,000); inhibition, % at 10 µM, or IC50 in µM where a hit was titrated; G-protein coupled receptor 55 (Homo sapiens); U2OS GPR55 beta-arrestin-GFP translocation imaging, LPI antagonism; higher % means a stronger effect;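 active = spots per cell inhibited over 60%, with over 100 cells counted and total cytoplasm intensity under 500,000; inconclusive = wells with under 100 cells, flagged as likely toxic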;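 also: U2OS cells stably carrying GPR55 and arrestin-GFP stimulated by 5 µM LPI near EC80; imaged beta-arrestin-GFP aggregate spots per cell after agonist stimulation; plate controls were LPI-stimulated DMSO wells for no effect and DMSO wells without LPI for full effect; some results filed as inactive read as strong as hits; confirmed hits need IC50 under 10 µM and bright autofluorescent wells are also inconclusive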
Active calls of the source: *; ? = inconclusive; / = not tested or not shown; [ ] = remark or other dose. Rule as the data show it, unless noted: active = inhibition above about 50%; inactive = the rest. These rows are one share of the data (hit frequency here may not be typical).

Sequence of screens – NOD1 NF-kB reporter	MgcRacGAP inhibition	KOR beta-arrestin-1	SV40 large T antigen	KOR beta-arrestin-2	NOD2 inhibition	HIV fusion peptide	GPR55 activation	GPR55 LPI antagonism
CC(C(=O)N1CCOCCOCCOCC1)N1C(=O)c2ccccc2C1=O (configuration not stated)
  -25%	10%	/	7%	-47%[20 µM]	11%	0.1%	0.8%	4%
CC1(C)CC(O)(CNCc2ccc3c(c2)OCO3)CCO1 (configuration not stated)
  -26%	10%	-0.9%	6%	25%	26%	1.9%	-0.1%	/
COCCn1c(-c2ccccc2)nc2c(c(=O)c3ccccc3n2C)c1=O
  7%	/	2.1%	2%	12%	12%	-2.3%	-0.3%	0%
CC(C)(C)NC(=O)C(c1ccncc1)N(CC1CCCO1)C(=O)Cn1nnc(-c2ccc(F)cc2)n1 (configuration not stated)
  -37%	3%	-8.8%	1%	-4%[20 µM]	11%	-1.5%	-0.1%	-6%
Fc1ccc(COc2ccc(/C=N/n3cnnc3)cc2)cc1
  1%	1%	-2.6%	-3%	32%	-13%	-1.0%	-0.2%	18%
Cc1cnc(-c2nnc(N(C)C(=O)c3cccnc3)s2)cn1
  -13%	8%	5.9%	0%	14%	0%	-2.2%	-0.1%	-9%
CC(=O)N1CCOc2cc(S(=O)(=O)N3CCN(c4ccccc4)CC3)c(Cl)cc21
  -31%	-1%	-2.7%	17%	-7%[20 µM]	13%	0.9%	0.4%	-2%
COc1cc(OC)cc(C(=O)Nn2cc(C(=O)Nc3ccc(F)cc3F)c3ccccc3c2=O)c1
  -1%	4%	-1.1%	21%	24%	11%	2.0%	1.2%	14%
O=C(NC(NC1CCS(=O)(=O)C1)C(=O)c1cccs1)c1ccccc1 (configuration not stated)
  -20%	/	-0.2%	5%	30%	8%	-0.7%	0.1%	-4%
O=C(CN(Cc1ccco1)C(=O)CNS(=O)(=O)c1ccc(F)cc1)NCc1ccccc1
  -13%	8%	6.3%	5%	-5%	11%	-0.3%	0.6%	-1%
Cc1ccc(NC(=O)c2noc3c2CC(C(C)(C)C)CC3)cc1 (configuration not stated)
  6%	1%	-2.6%	6%	-12%	29%	-1.3%	0.3%	1%
COc1ccccc1CN1CCCC(C(=O)N2CCCCC2)C1 (configuration not stated)
  4%	27%	2.0%	12%	21%	5%	2.5%	-0.3%	-11%
CCNC(=O)OCCC12CC3CC(CC(C3)C1)C2
  -22%	6%	-1.0%	5%	-3%	1%	2.5%	-0.1%	13%
CC(NC(=O)c1nn(C)c2c1CS(=O)(=O)c1ccccc1-2)c1ccccc1 (configuration not stated)
  10%	-26%	3.6%	8%	-7%	5%	2.8%	0.4%	0%
CCOC(=O)c1ccc(Nc2ccc([N+](=O)[O-])cn2)cc1
  -33%	8%	-0.6%	10%	29%	-39%	2.9%	2.0%	4%
CC(=O)N1c2c(cc(Br)cc2S(=O)(=O)N2CCN(c3ccccc3F)CC2)CC1C (configuration not stated)
  5%	8%	-6.2%	7%	-24%	21%	0.5%	-0.2%	-4%
Brc1ccc(/C=N/N2CCN(C3c4ccccc4-c4ccccc43)CC2)s1
  -8%	1%	-0.1%	1%	-2%	17%	-2.8%	0.6%	-5%
CN1C(=O)S/C(=C\c2ccccc2OCc2ccc(C(=O)O)cc2)C1=O
  -7%	7%	-1.8%	11%	-2%	15%	7.5%	-0.3%	12%
CCOC(=O)c1cccc(NC(=O)c2ccco2)c1
  24%	3%	2.0%	1%	-58%	-6%	0.4%	0.0%	-12%
COc1ccc(NC(=O)c2cncn2-c2ccccc2)cc1
  -11%	-4%	4.7%	7%	4%	7%	-1.0%	-0.2%	11%
O=c1[nH]c(CN2CCc3ccccc3C2)nc2ccccc12
  -41%	6%	0.8%	2%	-2%	-7%	-0.8%	0.6%	-1%
C=CCn1c(=O)c2ccccc2n2c(=S)[nH]nc12
  -2%	/	-5.0%	?	-1%	0%	-0.1%	-0.1%	-5%
O=C(Nc1ccc(NC(=O)C2CC2)nc1)c1ccccc1F
  -23%	3%	-3.8%	1%	19%	-16%	1.6%	-0.1%	-12%
Cc1c(C=O)c2ccccc2n1CC(=O)NC(C)c1ccccc1 (configuration not stated)
  -13%	5%	2.7%	-5%	-43%[20 µM]	25%	-1.2%	-0.1%	-9%
O=C(CCS(=O)(=O)c1cccc2nsnc12)NCc1ccccc1
  -19%	6%	-0.5%	4%	-1%	-2%	-1.1%	-0.3%	9%
CC(NC(=O)/C=C/c1cnc2ccccc2n1)C12CC3CC(CC(C3)C1)C2 (configuration not stated)
  -10%	2%	0.3%	16%	23%	10%	1.7%	-0.3%	5%
COc1ccc(OCc2nn3c(-c4ccco4)nnc3s2)cc1
  2%	8%	-1.5%	11%	-15%	2%	-2.0%	-0.2%	-10%
Cc1csc(=Nc2ccccc2)n1CCO
  -20%	10%	2.0%	11%	5%	3%	1.5%	0.3%	6%
Cc1ccc(S(=O)(=O)NCCC(=O)Nc2ccc(C)c(Cl)c2)cc1C
  0%	7%	6.5%	3%	1%	11%	0.5%	0.3%	-5%
COc1ccc(OC)c2c1sc(=NC(=O)C1CC1)n2C
  -6%	11%	-1.0%	21%	22%	22%	-1.0%	-0.3%	-3%

Single records, from the list above. Order of screens: NOD1 NF-kB reporter | MgcRacGAP inhibition | KOR beta-arrestin-1 | SV40 large T antigen | KOR beta-arrestin-2 | NOD2 inhibition | HIV fusion peptide | GPR55 activation | GPR55 LPI antagonism
`O=C(Nc1ccc(NC(=O)C2CC2)nc1)c1ccccc1F` is entered as -23% | 3% | -3.8% | 1% | 19% | -16% | 1.6% | -0.1% | -12%
`O=c1[nH]c(CN2CCc3ccccc3C2)nc2ccccc12` is entered as -41% | 6% | 0.8% | 2% | -2% | -7% | -0.8% | 0.6% | -1%

(next part)
Sequence of screens – NOD1 NF-kB reporter	MgcRacGAP inhibition	KOR beta-arrestin-1	SV40 large T antigen	KOR beta-arrestin-2	NOD2 inhibition	HIV fusion peptide	GPR55 activation	GPR55 LPI antagonism
COc1ccc(N2C(=O)C(CC(=O)Nc3ccccc3)N(CCc3ccc(OC)c(OC)c3)C2=O)cc1 (configuration not stated)
  -13%	1%	1.6%	8%	-4%	12%	2.7%	0.7%	9%
Nc1nc(SCc2ccc(Cl)cc2Cl)n[nH]1
  -21%	13%	-2.3%	6%	-17%	-29%	0.8%	0.2%	-7%
O=C(COC(=O)Cn1cnc2ccccc2c1=O)Nc1ccc(Cl)c(C(F)(F)F)c1
  -16%	0%	-1.9%	0%	-19%	12%	-2.7%	-0.2%	-9%
C#CCOCCOCCOCCNc1nc(N2CCN(C(=O)[C@H](CCCCN)n3cc([C@@H](N)CO)nn3)CC2)nc(N2CCN(C(=O)[C@H](Cc3ccc(O)cc3)n3cc([C@@H](N)CC(C)C)nn3)CC2)n1
  0%	12%	0.1%	6%	29%	18%	1.3%	-0.2%	9%
Cc1nnc(SCC(=O)Nc2nccs2)[nH]c1=O
  2%	3%	3.0%	-5%	-18%	9%	0.8%	0.2%	3%
CCC(C)Sc1nc2c(cnn2-c2ccc(F)cc2)c(=O)[nH]1 (configuration not stated)
  -16%	11%	0.2%	-4%	23%	3%	0.2%	-0.2%	1%
COc1cccc(OCc2nn[nH]n2)c1
  -17%	8%	5.1%	5%	-32%[20 µM]	13%	-0.7%	-0.4%	-1%
NC(=O)c1cc(S(=O)(=O)NCc2ccccc2)cs1
  -9%	10%	-0.8%	-6%	-38%	3%	-1.5%	-0.3%	7%
C=C1c2cc3c(cc2NC(=S)N1Cc1ccccc1)OCO3
  24%	/	-1.8%	14%	17%	2%	-1.5%	0.3%	-14%
NNc1cc([N+](=O)[O-])cc2c1C(=O)N(Cc1ccccc1)S2=O (configuration not stated)
  -35%	52µM*	0.7%	31%	-2%	5%	8.5%	0.1%	-11%
COc1ccc(C(=O)/C=C/N2CCCCC2)cc1OC
  -7%	7%	9.0%	-7%	-41%	-16%	3.5%	0.3%	9%
Cc1csc(N(C(=O)CCNC(=O)c2ccc([N+](=O)[O-])cc2)c2ccccc2)n1
  -3%	4%	-1.8%	5%	-11%	10%	0.1%	0.6%	10%
COc1ccc2[nH]cc(/C=C(/C#N)S(=O)(=O)c3ccccc3)c2c1
  14%	8%	-6.6%	2%	-1%	22%	-2.6%	0.3%	-1%
CSc1ccccc1NC(=O)CSc1nncs1
  -19%	2%	0.3%	14%	0%	-5%	2.5%	0.1%	-14%
COc1ccc(N2CCN(C(=O)c3ccc(C)cc3Cl)CC2)cc1
  -10%	14%	7.0%	32%	-14%	8%	0.2%	0.2%	-2%
CCn1cc(C(=O)NCCC(=O)OC)c(=O)c2cc3c(cc21)OCO3
  -5%	-4%	-6.9%	8%	-12%	-10%	0.9%	-0.3%	6%
CCOn1c(=O)c(-c2ccc(C)cc2)[n+]([O-])c2ccccc21
  -10%	3%	4.4%	7%	-2%	20%	0.6%	0.0%	2%
COc1ccc(Nc2nc(-c3cccc([N+](=O)[O-])c3)nc3ccccc23)c(OC)c1
  -48%	6%	-0.3%	6%	13%	-3%	-0.2%	0.5%	7%
CCc1nnc(NC(=O)CCC(=O)N2CCN(c3ccccn3)CC2)s1
  3%	5%	-1.2%	8%	18%	6%	-0.7%	-0.2%	15%
O=C(c1cc(C(=O)N2CCOCC2)c2nc3ccccc3n2c1)c1ccccc1O
  13%	/	1.8%	8%	-17%	5%	-0.2%	0.2%	2%
CCn1c(SCc2ccc(OC)c(F)c2)nc2ccccc2c1=O
  -7%	6%	-5.3%	4%	-6%	-12%	2.3%	-0.3%	4%
COc1ccc(-c2c(C#N)sc(C(N)=O)c2-c2ccc(OC)cc2)cc1
  29%	1%	/	4%	9%	6%	-1.7%	-0.4%	3%
COc1cc(CCC(=O)N2CCN(c3ccc([N+](=O)[O-])cc3)CC2)cc(OC)c1OC
  -8%	6%	-3.7%	7%	-6%	2%	-1.4%	0.3%	-6%
COc1ccc(/C=N/NC(=O)c2ccn[nH]2)cc1CSc1ccccn1
  -52%	9%	2.7%	1%	1%	-8%	-0.1%	-0.2%	15%
